S1P2 ag = activates the human S1P2 receptor; O95136; S1P2-expressing cell line, agonist reporter read-out; activation, % at 4.5 µM; 97,000 tested, 0.46% active; AID 729; in the data active means activation above about 16%;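 further: 0% = vehicle low control and 100% = maximal reference agonist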
sEH inh = blocks human soluble epoxide hydrolase activity; P34913; recombinant human sEH enzymatic activity assay; inhibition, % at 2 µM; 91,000 tested, 0.34% active; in the data active means inhibition above about 80%; further: values of inactives mirror those of a sister screen read the other way; many of its hits are not listed in these tables
Target sequence (P34913 whole entry, looked up): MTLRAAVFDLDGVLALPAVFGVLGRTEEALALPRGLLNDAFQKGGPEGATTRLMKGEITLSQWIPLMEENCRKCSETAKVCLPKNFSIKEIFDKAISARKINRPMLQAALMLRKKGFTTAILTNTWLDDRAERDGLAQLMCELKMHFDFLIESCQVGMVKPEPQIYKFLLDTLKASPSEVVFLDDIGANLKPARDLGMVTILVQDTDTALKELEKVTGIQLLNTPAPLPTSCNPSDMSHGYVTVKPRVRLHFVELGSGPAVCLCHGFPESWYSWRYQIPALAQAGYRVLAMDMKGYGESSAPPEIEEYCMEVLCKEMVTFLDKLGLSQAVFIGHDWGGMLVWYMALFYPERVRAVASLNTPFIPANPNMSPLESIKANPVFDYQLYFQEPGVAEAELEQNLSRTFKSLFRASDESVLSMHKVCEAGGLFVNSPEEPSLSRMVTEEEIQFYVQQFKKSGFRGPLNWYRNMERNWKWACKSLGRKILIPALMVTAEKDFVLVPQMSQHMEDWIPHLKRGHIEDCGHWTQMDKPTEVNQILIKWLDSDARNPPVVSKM
S1P2 antag = antagonists of human S1P2 receptor | O95136 | cell-based S1P2 antagonist assay, inhibition at 5 uM | inhibition, % at 5 µM | 97,000 tested, 0.21% active | AID 736; in the data active means inhibition above about 45%;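 further: CRE beta-lactamase reporter cells expressing human S1P2 stimulated with S1P; 0% = agonist at EC80 alone and 100% = agonist plus reference antagonist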
PostGolgi ctrl = yeast control strain growth, post-Golgi counter-screen; efflux-deficient yeast background strain, growth absorbance A615, 16 h; inhibition, % at 10 µM; 98,000 tested, 5% active
DAT uptake mod = changed human dopamine transporter uptake under cocaine IC80. LLC-PK1 hDAT cells, [14C]-dopamine uptake with cocaine IC80; actives deviate in either direction. B-score at 10 µM. 110,000 tested, 1.3% active. AID 449768;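 active means Z score or B-score, a plate-position-corrected score, falls beyond the plate's 99.7% confidence bounds, in either direction; inactive means both scores lie inside the 99.7% bounds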;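 further: scored against the spread of the other compound wells on the same plate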
CYP2C19 activ = activators of human cytochrome P450 2C19; 96,000 tested, under 10 active; recombinant CYP2C19, luciferin-H EGE luminescence; active compounds read high; 0 = fully inhibited enzyme, 1 = untreated enzyme; P33261; AID 1025; activation factor at 5 µM;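 active means activation factor of at least 2 at 5 µM in the primary screen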;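 further: 0 = wells with 2.5 mM tranylcypromine and 1 = vehicle-only wells; values of inactives mirror those of a sister screen read the other way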
Target sequence (P33261 whole entry, looked up): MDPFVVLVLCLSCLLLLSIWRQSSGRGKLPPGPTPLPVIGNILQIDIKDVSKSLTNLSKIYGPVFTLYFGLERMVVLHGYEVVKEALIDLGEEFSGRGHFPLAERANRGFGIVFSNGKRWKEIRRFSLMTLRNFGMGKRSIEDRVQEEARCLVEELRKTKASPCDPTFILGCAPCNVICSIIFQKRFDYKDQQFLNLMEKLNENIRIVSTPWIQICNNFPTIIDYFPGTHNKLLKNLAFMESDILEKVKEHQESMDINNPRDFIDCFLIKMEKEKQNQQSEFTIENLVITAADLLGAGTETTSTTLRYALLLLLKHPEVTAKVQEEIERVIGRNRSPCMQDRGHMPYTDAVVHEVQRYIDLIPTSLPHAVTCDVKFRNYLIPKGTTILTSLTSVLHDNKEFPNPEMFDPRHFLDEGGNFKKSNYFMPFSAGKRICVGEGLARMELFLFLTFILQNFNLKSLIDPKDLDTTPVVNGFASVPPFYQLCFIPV
sEH act = increases human soluble epoxide hydrolase activity; AID 717; activation, % at 2 µM; 91,000 tested, 0.04% active; P34913; purified human sEH enzymatic activity, activator screen; in the data active means activation above about 37%; further: values of inactives mirror those of a sister screen read the other way
CYP2C19 inhib = human CYP2C19 inhibition. P33261. CYP2C19 Supersomes, luciferin-H EGE luminescence, 30 min. inhibition, % at 5 µM. 96,000 tested, 21% active. AID 778;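 active means CYP2C19 inhibition above a set limit at 5 µM in the primary screen, cut at about 50% in these data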;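 further: plate controls were negative control wells for no effect and 2.5 mM tranylcypromine positive control for full effect; values of inactives mirror those of a sister screen read the other way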
PostGolgi yeast = growth inhibition of a yeast mutant, post-Golgi transport screen | inhibition, % at 10 µM | 98,000 tested, 0.9% active | AID 739 | post-Golgi transport phenotypic cell assay;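 further: yeast cells grown in 1536-well plates; yeast grown about 18 h at 30C before absorbance read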
* marks the source's active call; other numbers are inactive results; . = no result given. Unless noted, no stated cut-off is given here; in the data, active means inhibition above about 30%; inactive means the rest.

SMILES	S1P2 ag	sEH inh	S1P2 antag	PostGolgi ctrl	DAT uptake mod	CYP2C19 activ	sEH act	CYP2C19 inhib	PostGolgi yeast
O=C(CCC1COc2ccccc2O1)NCC1COc2ccccc2O1 (centres undefined)	-9	79	-9	18	-0.21	.	-79	.	1
COc1cccc(N(CC(=O)NC(C)c2ccccc2)S(C)(=O)=O)c1 (centres undefined)	-6	-2	8	3	0.45	0.7	0	32	-10
COC(=O)c1ccc(CSc2nnc3sc4ccccc4n23)o1	.	.	.	-9	-0.38	0.5	.	47	-2
Cc1nc2c(cnn2-c2ccccc2Cl)c(=O)n1-c1ccc(N2CCC(C)CC2)cc1	-4	-7	-2	9	-0.92	0.3	7	72*	-10
CC(C)CC(C(=O)NCc1ccccn1)N1C(=O)c2ccccc2C1=O (centres undefined)	1	-10	1	0	0.66	0.3	9	71*	7
Cc1c(Br)cc(C(=O)NCc2ccco2)c(C)c1C	.	.	.	4	-0.053	0.2	.	77*	-8
CCCC(C)NCC(=O)Nc1ccccc1-c1ccccc1 (centres undefined)	-1	-12	-14	-2	1.5	0.4	15	65*	-11
CCn1c(C)nc2cc(C(=O)OC(C(F)(F)C(F)F)C(F)(F)C(F)F)ccc21	-9	-18	70*	27	-0.21	0.5	16	48	0
Clc1ccc(CSc2nnc(-c3sccc3-n3cccc3)o2)cc1	-4	9	8	18	0.69	0.7	-10	34	-8
O=C1c2ccccc2C(=O)N1CCN1CCc2ccccc21	-1	.	17	5	2	0.7	.	32	1
CC(C)CCNC(=S)Nc1ccc(F)cc1	-7	-14	11	.	0.35	.	10	.	.
COc1cccc(/C=N/NC(=O)CCc2c(C)n[nH]c2C)c1	-4	2	8	15	0.23	0.7	-4	26	-3
COC(=O)c1ccc(NC(=S)N2CCN(Cc3ccc(Cl)cc3)CC2)cc1	-4	-3	15	6	2.3	0.8	5	16	-1
CC(C)CCNC1=NCCCCC1	-4	-1	-3	-3	0.13	1	0	2	-1
Cc1ccc(C)c(S(=O)(=O)N2CC(=O)Nc3ccccc32)c1	-4	4	3	7	-0.38	0.7	-5	33	4
O=C(C1CCCN1C(=O)c1cccs1)N1CCc2ccccc21 (centres undefined)	-11	-16	9	11	0.03	0.5	17	54*	9
C=CCNC(=O)c1ccc2nc(-c3ccccc3)c(-c3ccccc3)nc2c1	-5	-4	-7	36*	0.61	0.9	4	7	8
CCOC(=O)c1ccc(OCc2c(C)noc2C)cc1	-3	-6	-9	8	-0.56	0.3	8	75*	-8
Cc1nnc(NC(=O)c2ccc3c(c2)C(=O)N(CC2CCCO2)C3=O)s1 (centres undefined)	-6	-9	11	11	-0.061	1	9	3	5
Cc1ccc(OCCSc2ncnc3sc(C)c(C)c23)cc1C	-1	-31	-7	19	.	0.9	34	11	9

Filtered by structure, the entries above with two or more sulfur atoms (three)
SMILES	S1P2 ag	sEH inh	S1P2 antag	PostGolgi ctrl	DAT uptake mod	CYP2C19 activ	sEH act	CYP2C19 inhib	PostGolgi yeast
COC(=O)c1ccc(CSc2nnc3sc4ccccc4n23)o1	.	.	.	-9	-0.38	0.5	.	47	-2
Clc1ccc(CSc2nnc(-c3sccc3-n3cccc3)o2)cc1	-4	9	8	18	0.69	0.7	-10	34	-8
Cc1ccc(OCCSc2ncnc3sc(C)c(C)c23)cc1C	-1	-31	-7	19	.	0.9	34	11	9

Next records follow.
SMILES	S1P2 ag	sEH inh	S1P2 antag	PostGolgi ctrl	DAT uptake mod	CYP2C19 activ	sEH act	CYP2C19 inhib	PostGolgi yeast
CCC(=O)N1CCc2cc(S(=O)(=O)NCCC(=O)N3CCc4ccccc4C3)ccc21	-6	4	12	16	-0.21	0.8	-1	18	0
Fc1cccc(C2NC(=S)NC3=C2N2CCC3CC2)c1 (centres undefined)	-4	-2	-4	4	0.46	0.9	3	11	-1
Cc1ccc(CNC(=O)c2ccc(N3CCCC3=O)cc2)cc1	-2	14	6	15	0.94	1	-14	5	-6
Cc1ccc(-c2csc3nc(C)n(N)c(=O)c23)o1	-5	2	-5	-1	-1	0.8	0	17	5
CC(NC(=O)OC(C)(C)C)C(=O)Oc1ccc2ccc(=O)oc2c1 (centres undefined)	1	.	7	3	0.36	1	.	-4	1
Cn1nnnc1SCCNCc1cccc2ccccc12	-3	-11	-3	-8	-0.084	0.1	9	86*	-11
COc1ccc(C/C(N)=N/OC(=O)Cc2ccc(OC)c(OC)c2)cc1	-4	8	22	1	1.1	0.8	-5	16	-1
CCOC(=O)c1c(-c2cccs2)csc1NC(C)=O	-4	-6	2	.	0.21	.	8	.	.
O=C(OCn1ncc(Cl)c(Cl)c1=O)c1ccc(C(F)(F)F)cc1	-10	9	24	68*	-1.5	0.2	-6	83*	109*
Cc1ccc(NC(=O)CSc2nnc(-c3ccc(S(=O)(=O)N4CCCC4)cc3)o2)cc1C	-4	28	0	-2	-0.78	0.8	-28	25	-6
c1cc2c(cc1C1CCCCC1)c1c3n2CCN=C3CCC1	1	-12	4	.	0.6	.	12	.	.
CCCS(=O)(=O)n1nc(-c2ccc(Br)cc2)cc1N	.	.	.	9	0.21	0.3	.	68*	4
Cc1noc(NS(=O)(=O)c2ccc(NC(=O)C34CCC(CC3)C4)cc2)c1C	-5	11	0	3	0.12	1.1	-9	-12	3
CSc1cccc(NS(=O)(=O)c2ccc(F)cc2)c1	-5	1	-4	3	-0.97	0	-2	96*	-7
C=CCn1c(COc2ccc(CC)cc2)nnc1SCC(=O)NC1CCS(=O)(=O)C1 (centres undefined)	-9	15	10	-1	1.5	1.1	-15	-8	3
Cc1cc2ccccc2c(=O)n1CC(=O)NCC(=O)N(C)Cc1ccccc1	.	.	.	-1	-7.8*	1	.	4	19
COCCNC(=O)c1cc(-c2ccc3c(c2)OCO3)on1	-8	.	5	12	.	1	.	-3	4
CCCCCn1c(=O)[nH]c2cc(C(=O)O)ccc2c1=O	.	.	.	7	0.47	1.1	.	-8	-18
O=C(NC1(C(F)(F)F)Oc2ccccc2O1)N1CCCC1	-2	-4	18	11	-0.007	0.9	5	13	-2
CC(CNCC1CCCO1)COc1ccccc1 (centres undefined)	-3	11	17	-7	-0.84	0.9	-10	14	22

Some of these compounds in order of count of non-hydrogen atoms, ascending.
SMILES	S1P2 ag	sEH inh	S1P2 antag	PostGolgi ctrl	DAT uptake mod	CYP2C19 activ	sEH act	CYP2C19 inhib	PostGolgi yeast
CCOC(=O)c1c(-c2cccs2)csc1NC(C)=O	-4	-6	2	.	0.21	.	8	.	.
Fc1cccc(C2NC(=S)NC3=C2N2CCC3CC2)c1 (centres undefined)	-4	-2	-4	4	0.46	0.9	3	11	-1
O=C(NC1(C(F)(F)F)Oc2ccccc2O1)N1CCCC1	-2	-4	18	11	-0.007	0.9	5	13	-2
O=C(OCn1ncc(Cl)c(Cl)c1=O)c1ccc(C(F)(F)F)cc1	-10	9	24	68*	-1.5	0.2	-6	83*	109*
CC(NC(=O)OC(C)(C)C)C(=O)Oc1ccc2ccc(=O)oc2c1 (centres undefined)	1	.	7	3	0.36	1	.	-4	1
COc1ccc(C/C(N)=N/OC(=O)Cc2ccc(OC)c(OC)c2)cc1	-4	8	22	1	1.1	0.8	-5	16	-1
CCC(=O)N1CCc2cc(S(=O)(=O)NCCC(=O)N3CCc4ccccc4C3)ccc21	-6	4	12	16	-0.21	0.8	-1	18	0

Following part:
SMILES	S1P2 ag	sEH inh	S1P2 antag	PostGolgi ctrl	DAT uptake mod	CYP2C19 activ	sEH act	CYP2C19 inhib	PostGolgi yeast
O=C(CNS(=O)(=O)c1ccc(Br)cc1)N1CCN(c2ccc(F)cc2)CC1	-1	4	-6	.	-0.35	.	1	.	.
COc1ccc(OC)c(C2C(C#N)=C(N)Oc3c2c(C)nn3-c2ccc(C)cc2)c1 (centres undefined)	-6	10	17	24	-0.2	0.9	-10	13	-4
CCOc1ccc(C(C)(N)C(=O)O)cc1 (centres undefined)	-6	4	0	4	-0.21	1	-2	0	-1
O=C1CC(SCc2nc3ccccc3[nH]2)C(=O)N1c1cccc(Cl)c1 (centres undefined)	1	2	-11	7	-0.21	0.6	-5	39	5
CC(C)OCCCNS(=O)(=O)c1ccc2c(c1)oc(=O)n2C	1	-3	-18	-5	0.72	0.6	5	37	-5
FC(F)(F)c1nc(-c2cccs2)ncc1-c1nnnn1-c1ccc(Cl)cc1	-1	-5	43	53*	1.9	1	7	-3	21
COc1ccccc1NS(=O)(=O)c1ccc(Br)s1	-10	16	19	11	-0.0059	0.1	-15	92*	10
CC(C(=O)N1c2ccc(F)cc2CCC1C)N1C(=O)c2ccccc2C1=O (centres undefined)	-4	4	10	1	1.7	0.3	-6	69*	2
CCN1CCN(c2nc3c(c(=O)n(C)c(=O)n3C)n2CCSc2nccc(C)n2)CC1	-6	.	-7	0	0.35	1	.	-2	21
O=C(Nc1cccc(F)c1)N1CCN(C/C=C/c2ccccc2)CC1	-6	-4	-2	-2	2.2*	0.8	4	24	-6
CCn1c(C(=O)N2CCC(C(=O)NCc3cccs3)CC2)cc2sccc21	-3	10	19	5	1.5	0.8	-10	25	-6
Cc1ccc(NC2=Nc3ccccc3CC2)cc1	0	-19	-9	0	-0.044	0.2	22	84*	-4
Cc1cc([N+](=O)[O-])nn1CC(=O)N1CCc2ccccc2C1	-3	-17	10	12	-0.2	0.7	19	28	-1
CC(C)On1c(SC(C)C)nc2ccccc2c1=O	-3	20	-9	8	-0.016	0.9	-18	14	4
Cc1cc2c(c(=O)n1CC1CCCO1)C(c1ccco1)C(C#N)=C(N)O2 (centres undefined)	-4	1	13	6	-1.5	0.9	2	12	16
CC1(C)N=C(c2ccc(Cl)cc2Cl)C(=O)N1	-4	-2	5	10	-0.37	0.2	5	80*	-4
O=C(NCCOc1ccccc1)c1cncc(Br)c1	-2	0	12	-2	-0.41	0.2	1	84*	5
NC(=O)C1CCN(C(=O)CSc2nc3ccccc3[nH]2)CC1	-3	-11	-6	8	0.42	1	12	4	2
CSc1ncccc1C(=O)OCc1ccc(COC(=O)c2cccnc2SC)cc1	-5	-4	-5	7	-1.8	0.9	5	5	-1
CCN1CCN(Cc2nc3c(c(=O)n(C)c(=O)n3C)n2CC(=O)c2ccccc2)CC1	-4	-2	15	9	0.072	1	2	4	10
C/C(=N\O)c1ccccc1C(=O)O	-3	6	8	6	0.48	1.1	-6	-7	0
Cn1nc(CC(=O)NCc2ccc(F)cc2)c2ccccc2c1=O	-10	-5	9	8	0.78	0.9	9	6	-6
CCC(C)(C)NC(=O)C(c1cccc(OC)c1)N(C(=O)c1ccn[nH]1)c1cccc(OC)c1 (centres undefined)	-5	-2	19	2	1.9	0.3	6	74*	-1

Three entries from above, with bars between the fields.
SMILES | S1P2 ag | sEH inh | S1P2 antag | PostGolgi ctrl | DAT uptake mod | CYP2C19 activ | sEH act | CYP2C19 inhib | PostGolgi yeast
COCCNC(=O)c1cc(-c2ccc3c(c2)OCO3)on1 | -8 | . | 5 | 12 | . | 1 | . | -3 | 4
CCCCCn1c(=O)[nH]c2cc(C(=O)O)ccc2c1=O | . | . | . | 7 | 0.47 | 1.1 | . | -8 | -18
O=C(NC1(C(F)(F)F)Oc2ccccc2O1)N1CCCC1 | -2 | -4 | 18 | 11 | -0.007 | 0.9 | 5 | 13 | -2

Bioassay records as filed in PubChem.
